RmlCD inh 1536 – M. tuberculosis RmlC/RmlD coupled enzyme inhibitors, primary screen, biochemical, compound mixtures, 384-well, from 1536-well plates; dTDP-4-dehydrorhamnose reductase (Mycobacterium tuberculosis (strain ATCC 25618 / H37Rv)) …; RmlC+RmlD coupled enzyme assay, percent inhibition; primary screen in compound mixtures; inhibition, % at 3.6 µM; hit rate 0.03% among 160,000; in the data active means inhibition mostly above about 34%, no sharp cut-off; inconclusive means no clear call, values can overlap the other calls; inactive means mostly below about 22%; further: some results filed as inactive read as strong as hits
Target sequence (P9WH09 whole entry, looked up): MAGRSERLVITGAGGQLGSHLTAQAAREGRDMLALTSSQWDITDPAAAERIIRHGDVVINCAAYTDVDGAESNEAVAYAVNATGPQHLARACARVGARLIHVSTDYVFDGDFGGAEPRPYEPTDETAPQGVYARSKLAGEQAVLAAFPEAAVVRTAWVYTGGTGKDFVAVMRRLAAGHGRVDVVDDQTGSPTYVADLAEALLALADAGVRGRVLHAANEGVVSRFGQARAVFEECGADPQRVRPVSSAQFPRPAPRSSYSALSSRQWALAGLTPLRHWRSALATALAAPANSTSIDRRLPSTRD
Target sequence (P9WH11 whole entry, looked up): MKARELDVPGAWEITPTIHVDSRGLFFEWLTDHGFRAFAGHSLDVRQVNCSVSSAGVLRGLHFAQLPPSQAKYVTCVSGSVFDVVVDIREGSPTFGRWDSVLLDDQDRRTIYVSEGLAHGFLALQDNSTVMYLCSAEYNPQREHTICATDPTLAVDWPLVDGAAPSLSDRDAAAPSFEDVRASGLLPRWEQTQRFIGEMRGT
M. tuberculosis GlmU – inhibition of mycobacterial GlmU enzyme – biochemical, glucosamine-1-phosphate acetyltransferase (AID 1376) | Bifunctional protein GlmU (Mycobacterium tuberculosis (strain ATCC 25618 / H37Rv)) | M. tuberculosis GlmU acetyltransferase enzyme assay; higher % means a stronger effect | one-dose inhibition, %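 (tested at 30 µM in the primary screen)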; IC50 in µM for titrated hits | hit rate 0.25% among 220,000; in the data active means inhibition above about 13%; inconclusive means no clear call, values can overlap the other calls;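 further: 0% = complete reaction with vehicle and 100% = reaction without substrate; strong numbers were not always called active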
An asterisk follows results filed as active; ? = inconclusive; . = not tested or not shown. Not all compounds are listed; rates above refer to the full screens.

SMILES	RmlCD inh 1536	M. tuberculosis GlmU
O=S(=O)(c1ccc(NC(=S)Nc2ccc(OC(F)F)cc2)cc1)N1CCOCC1	9.2	1.6%
COc1ccc(C2/C=C\CN(S(=O)(=O)c3ccc(-c4ccccc4)cc3)CC(=O)N2Cc2ccc(F)cc2)cc1 (stereo not drawn)	.	0.8%
CCOc1cc(C(=O)NC(=S)Nc2cccnc2)cc(OCC)c1OCC	1.4	-0.9%
COC(=O)c1ccc(Nc2c([N+](=O)[O-])c(=O)oc3ccccc23)cc1	5.1	5.5%
O=C(O)c1cc2nc3c(c(C(F)(F)F)n2n1)CCc1ccccc1-3	.	3.9%
COc1ccc(-n2c(C)c(C(C)=O)c(C(C)=O)c2C)cc1	.	5.3%
COC(=O)CNC(=O)c1sc2ncn(CC(=O)Nc3ccc(C)c(Cl)c3)c(=O)c2c1C	-8.4	-1.9%
COc1ccc(OC)c(N(CC(=O)Nc2cccnc2)S(C)(=O)=O)c1	16.3	3.5%
N#CC(C#N)=C(Nc1ccccc1)c1ccccc1	-10.2	-4.8%
CCCCn1c(O)c(C=NCCCN(C)C)c(=O)[nH]c1=O	.	1.6%
COc1cc([C@H]2[C@@H]3CCCC[C@]3(O)CCN2CC(=O)Nc2ccc(C)cc2C)ccc1O	.	4.7%
Cc1cccc(NC(=O)/C=C/c2ccc([N+](=O)[O-])s2)c1	9.3	-1.6%
CCN(CCC#N)c1ccc(/C=N/Nc2nc(C)cc(=O)[nH]2)c(C)c1	8.0	5.5%
O=c1c2oc3ccccc3c2ncn1Cc1ccccc1F	?	-2.8%
Cn1c(O)c(C=NC2CCCCC2)c(=O)[nH]c1=S	.	0.9%
COc1ccc(/C=N/n2cnnc2SCCO)cc1OC	8.2	-4.9%
CCOC(=O)C(CCCOc1cccc(CC)c1)C(=O)OCC	2.4	2.0%
NC(=O)c1ccc2c(=O)n3c(-c4cccs4)csc3nc2c1	-11.3	1.8%
N#Cc1c(-c2ccco2)c2c([nH]c1=S)CCCC2	9.7	0.4%
Cc1cc2nn(-c3cccc4ccccc34)nc2cc1N	-59.4	2.0%

Entries shown so far that have a nitro group on carbon, in the order listed:
SMILES	RmlCD inh 1536	M. tuberculosis GlmU
COC(=O)c1ccc(Nc2c([N+](=O)[O-])c(=O)oc3ccccc23)cc1	5.1	5.5%
Cc1cccc(NC(=O)/C=C/c2ccc([N+](=O)[O-])s2)c1	9.3	-1.6%

(continued)
SMILES	RmlCD inh 1536	M. tuberculosis GlmU
CCOC(=O)c1ccc(NC(=O)CC2COc3ccccc3O2)cc1 (stereo not drawn)	.	0.7%
COc1cc(CN2CCN(c3cc(C)ccc3C)CC2)ccc1O	.	-7.0%
O=C(Nc1ccc(-c2cnco2)cc1)c1ccccc1	-4.4	0.5%
COc1ccc(Br)cc1C(=O)Nc1cccc2ncccc12	-11.5	1.7%
CN(C)/C=C1/Sc2ccccc2C1=O	.	3.2%
O=C1NC(c2ccccc2)CCC1(Cl)Cl (stereo not drawn)	.	3.5%
CCOC(=O)C1CCCN(C(=O)c2cc(-c3ccc(C)cc3)on2)C1 (stereo not drawn)	.	-1.2%
O=C1NC(=O)/C(=C\c2ccc(OCc3cnc(Cl)s3)cc2)S1	.	7.7%
COc1ccccc1CNc1ccc(N2CCOCC2)c(C(=O)O)c1	-6.5	-3.2%
CC(C)(C)n1nnnc1C(c1cccs1)N(Cc1ccccc1)Cc1ccco1 (stereo not drawn)	-0.8	4.2%
O=C(Cn1cnc2ccccc2c1=O)Nc1ccc(S(=O)(=O)N2CCCC2)cc1	1.9	2.3%
Cc1cc(C)nc(NC(=O)C(c2ccccc2)c2ccccc2)n1	.	1.3%
CSc1ccc(N/N=C(/C#N)S(=O)(=O)C(C)(C)C)cc1	1.6	-1.4%
Cc1cc(NC(=O)C2C3C(=O)N(Cc4ccc(Cl)cc4)C(C(=O)NC(C)(C)C)C34C=CC2(C)O4)no1 (stereo not drawn)	-0.7	.
CC(C)(C)c1csc(NC(=O)Cn2c(=O)oc3ccccc32)n1	.	-4.3%
O=C(O)CC(CC(=O)Nc1ccc(Oc2ccccc2)cc1)c1ccccc1 (stereo not drawn)	.	4.5%
CCOc1ccc(CN(C)CC(=O)c2c(N)n(Cc3ccccc3)c(=O)n(CC)c2=O)cc1OC	9.1	4.4%
Cc1cccc(NC(=S)NNC(=O)c2csc3c2CCC(C)C3)c1 (stereo not drawn)	.	2.7%
COc1cc(C(=S)N2CCCC2)ccc1OC(=O)c1ccc(Cl)cc1[N+](=O)[O-]	-0.5	2.4%
CCn1c(=O)[nH]c(=O)c2c(N)c(C(=O)c3ccccc3OC)sc21	-8.7	0.1%
Nc1nnc(SCC(=O)c2ccc([N+](=O)[O-])cc2)s1	-16.2	1.6%
O=C1c2cccc3cccc(c23)C(=O)N1CCN1CCN(C(=S)Nc2ccccc2)CC1	.	-2.3%
CCOC(=O)C1(CC2CCCCO2)CCN(C(=O)Nc2ccc(C)c(C)c2)CC1 (stereo not drawn)	-4.9	-0.9%
COc1ccc(CCNC(=O)CN(c2ccccc2OC)S(C)(=O)=O)cc1	3.1	4.1%
CCCCNCc1cccn1-c1ccccc1	.	-10.2%
O=c1cc(CO)oc(CN2CCN(c3ccccc3F)CC2)c1O	.	-1.9%
CCC(=O)N1CCc2cc(S(=O)(=O)NCCC(=O)N3CC=C(c4ccccc4)CC3)ccc21	12.7	-2.8%
CCOc1ccc2oc(C(=O)NC(C)(C)CC)c(C)c2c1	7.3	7.1%
C/C(=C\c1ccccc1)C(=O)NCCc1ccccc1	.	1.1%
O=C(COc1nncc2ccccc12)Nc1ccc(F)c(F)c1	5.1	-2.5%
COc1ccccc1CNc1nc2ccccc2n1CCN1CCCCC1	.	2.2%
CCCNS(=O)(=O)c1ccc(C(=O)NCC2CCCO2)cc1 (stereo not drawn)	-4.0	-3.5%
COc1ccc(-c2nc(-c3ccccc3)nc(N3CCN(C)CC3)c2C#N)cc1	-2.5	-0.2%
COc1ccc(/C=C2/C(=O)NC(=S)N(C3CC3)C2=O)cc1CN1C(=O)c2ccccc2C1=O	6.1	3.8%
O=C(Nc1ccc(N2CCN(C(=O)c3ccccc3)CC2)cc1)c1ccc(Br)o1	-11.4	-1.9%
CC(=O)c1cccc(NC(=O)Nc2ccc(C(=O)N3CCOCC3)cc2)c1	4.2	0.1%
CCOC(=O)c1c(NC(=O)CN2CCCc3ccccc32)sc(C)c1C	4.3	-2.1%
Cc1ccccc1NC(=O)CN1C(=O)NC(C)(CCc2ccccc2)C1=O (stereo not drawn)	7.6	1.7%
COc1cc(/C=N/Nc2nc(-c3ccc(S(=O)(=O)N(C)C)cc3)cs2)ccc1O	0.2	-1.1%
Cn1c(=O)n(Cc2ccccc2)c(=O)c2c1nc1n2CCN1Cc1ccco1	-16.6	-3.2%
Cc1cc(NC(=S)N(Cc2ccc(Cl)cc2)Cc2ccc(C(=O)O)cc2)ccc1Cl	-8.6	4.9%
COc1ccc(/C=N/NC2=NCCCCC2)cc1	103.3	1.7%
O=C(c1cc(-c2ccc(Cl)cc2Cl)on1)N1CCOCC1	4.0	-4.9%
CC(C)CC(NC(=O)C(CC(C)C)NC(=O)OC(C)(C)C)C(=O)O (stereo not drawn)	.	1.1%
Cc1ccc(NC(=O)Nc2nnc(-c3ccncc3)s2)cc1	5.0	7.5%
CC(=O)c1ccc(OCC(C)Oc2ccc(C#N)cc2)cc1 (stereo not drawn)	-0.3	.
c1ccc(-c2cc(-c3nc4ccccc4[nH]3)c3ccccc3n2)cc1	.	2.0%
O=C(Nc1ccc2c(c1)OCCO2)C1CCCN(S(=O)(=O)c2cccc3nsnc23)C1 (stereo not drawn)	-4.4	4.6%
CCCCN1C(=O)c2ccc(C(=O)Nc3ccc(C)c(S(=O)(=O)N(C)C)c3)cc2C1=O	-6.8	-4.8%
Cc1ccc(C2C(C#N)=C(N)Oc3cc(C)oc(=O)c32)o1 (stereo not drawn)	-8.4	5.9%
O=S(=O)(NCCCN1CCOCC1)c1ccc2ccccc2c1	-6.0	2.3%
CN1CCN(C2=NCCO2)CC1	-5.8	2.0%
CC(NC(=O)CCc1nnc(-c2ccc(-c3ccccc3)cc2)o1)c1nccs1 (stereo not drawn)	8.6	7.8%
CCOC(=O)C1=C(CS(=O)(=O)c2ccc(C)cc2)NC(=O)NC1c1ccc(O)c(OC)c1 (stereo not drawn)	-5.3	0.5%
CC(=O)c1c(C)n(-c2ccccc2)c2ccc(OCC(O)CN3CCOCC3)cc12 (stereo not drawn)	.	-5.8%
ClC(Cl)(c1nnnn1-c1ccccc1)c1nnnn1-c1ccccc1	-0.8	23.4%
COCCNC(=S)NC(=O)c1ccc(C(C)(C)C)cc1	.	-2.1%
O=C(NCc1ccc2c(c1)OCO2)c1cc(-c2ccncc2)nc2ccccc12	-8.9	1.9%
CCOC(=O)CCCCC(=O)c1[nH]c(=O)[nH]c1CSc1nnc2c3cc(Br)ccc3n(C)c2n1	4.5	-2.2%
C=C(C)[C@H]1CN[C@H](C(=O)O)[C@H]1CC(=O)O	.	-0.5%

5 of the compounds above, bar-delimited.
smiles | RmlCD inh 1536 | M. tuberculosis GlmU
CCOC(=O)CCCCC(=O)c1[nH]c(=O)[nH]c1CSc1nnc2c3cc(Br)ccc3n(C)c2n1 | 4.5 | -2.2%
CCOC(=O)C1=C(CS(=O)(=O)c2ccc(C)cc2)NC(=O)NC1c1ccc(O)c(OC)c1 (stereo not drawn) | -5.3 | 0.5%
O=S(=O)(NCCCN1CCOCC1)c1ccc2ccccc2c1 | -6.0 | 2.3%
COc1ccc(/C=N/n2cnnc2SCCO)cc1OC | 8.2 | -4.9%
CSc1ccc(N/N=C(/C#N)S(=O)(=O)C(C)(C)C)cc1 | 1.6 | -1.4%

Laid out differently: two of the compounds above.
molecule | RmlCD inh 1536 | M. tuberculosis GlmU
CC(=O)c1c(C)n(-c2ccccc2)c2ccc(OCC(O)CN3CCOCC3)cc12 (stereo not drawn) | . | -5.8%
ClC(Cl)(c1nnnn1-c1ccccc1)c1nnnn1-c1ccccc1 | -0.8 | 23.4%

The list continues:
SMILES	RmlCD inh 1536	M. tuberculosis GlmU
COC(=O)c1cc(NC(=O)CCc2c(C)nc3ncnn3c2C)cc(C(=O)OC)c1	.	3.0%
O=C1c2ccccc2C(O)N1Cc1ccccc1 (stereo not drawn)	6.6	1.2%
CN(CC(=O)N1CC=C(c2ccccc2)CC1)S(=O)(=O)c1ccc2c(c1)c(=O)n(C)c(=O)n2C	5.8	.
COc1ccc(CCN(Cc2nc3ccccc3c(=O)[nH]2)C(=O)c2ccco2)cc1	.	6.0%
CSCCC(NS(=O)(=O)c1ccc2[nH]c(=O)c(=O)[nH]c2c1)C(=O)O (stereo not drawn)	-9.1	6.8%
COc1ccc(C(=O)N/C(=C\c2cn(S(=O)(=O)N(C)C)c3ccccc23)C(=O)NC(C)C)cc1	-9.8	2.1%
Cc1nn(-c2ccccc2)c(C)c1/C=N\N1CCN(c2ccc(Cl)cc2)CC1	.	0.6%
COC(=O)CCC(=O)OC1(C)C(=O)C=C2C=C(C3CC3)N(CCc3ccccn3)C=C2C1=O (stereo not drawn)	-7.6	6.8%
CCOC(=O)C1=C(c2ccccc2)N=C2SCC(=O)N2C1c1ccc(O)c(OC)c1 (stereo not drawn)	3.5	1.4%
CCCCn1c(SCC(=O)O)nc2ccccc21	18.4	-1.8%
CCC(C)N1C(=O)NC(=O)C2(Cc3c(ccc4ccccc34)N(C)C2)C1=O (stereo not drawn)	11.1	-2.3%
COCCCN1CN(S(=O)(=O)c2ccc(Cl)cc2)c2nc3ccccc3nc21	8.5	-2.3%
CCN(CC)S(=O)(=O)c1cccc(NC2=NCC(C)S2)c1 (stereo not drawn)	16.5	-5.7%
O=C1CN(c2ccc(Br)cc2)C(=O)N1CC(=O)N1CCCc2ccccc21	.	1.2%
Cc1ccc(C(=O)NC(=S)Nc2ccc(S(=O)(=O)N3CCN(C)CC3)cc2)cc1	-2.6	.
Cc1cc(C)c(OCC(=O)N(Cc2ccc(N(C)C)cc2)C2CCS(=O)(=O)C2)c(C)c1 (stereo not drawn)	.	-0.6%
O=C(CN(CC1CCCO1)S(=O)(=O)c1ccc(S(=O)(=O)NC2CC2)cc1)Nc1ccccc1 (stereo not drawn)	11.4	1.6%
C/C(=N\NC(=O)CCc1c[nH]c2ccccc12)c1ccc([N+](=O)[O-])cc1	.	-1.9%
C=C1C(=O)O[C@@H]2C[C@@H](C)[C@H]3C=CC(=O)[C@]3(O)C[C@@H]12	1.7	0.7%
CCOc1ccc(OCC)c(NC(=O)CSCCc2ccccn2)c1	.	-6.7%
CCCc1nnc(NC(=O)CN2C(=O)C3C4C=CC(C4)C3C2=O)s1 (stereo not drawn)	0.5	0.4%
CC(=O)c1ccc(N2CCN(CC(=O)Nc3cc(C)on3)CC2)cc1	5.8	4.6%
Cc1cc(=O)n2cc(-c3ccccc3)nc2[nH]1	-3.1	-2.6%
COc1ccc(-n2ncc3c(NCc4ccc5c(c4)OCO5)ncnc32)cc1	5.2	6.8%
CSC1=NC(C)(C)C=C(/C=C/c2ccc(Cl)cc2)N1	2.7	-0.8%
Cc1cc(Oc2ccc(Cl)cc2)nc(-c2ccccc2O)n1	-6.3	-2.1%
O=C(NC1CCCCC1)C(=S)NCCc1ccccc1	5.0	-0.6%
O=c1nc(N2CCOCC2)ccn1-c1nc(-c2ccccc2)sc1-c1ccccc1	-4.9	4.9%
CSS(=O)(=O)c1cccc2cccnc12	-11.8	-0.2%
CN(C)CC(C)(C)CNS(=O)(=O)c1ccc(Cl)cc1	-7.8	0.4%
COc1cc(C(=O)OCC#N)ccc1OCc1c(C)noc1C	3.7	4.6%
CCOCCCNC(=O)c1ccc2c(=O)n(Cc3ccc(OC)cc3)c(=O)[nH]c2c1	-18.0	-3.1%
S=C(NCCN1CCOCC1)Nc1cccc2ccccc12	6.8	0.4%
